Source: PubChem (several laboratories)
ABHD5-PLIN5 inh – inhibitors of human ABHD5-perilipin-5 interaction | 0.78% of 360,000 active | AID 602281 | Q00G26+Q8WTS1 | Split G. princeps luciferase complementation, luminescence, 4 h | inhibition, % at 4 µM;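 active = inhibition above the mean inhibition across every tested compound plus 3 SD, cut at about 22% in these data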;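 note: 0% = DMSO only wells and the 100% control is not disclosed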
TLR9-MyD88 inh – TLR9-MyD88 interaction inhibition; 0.21% of 340,000 active; Q9NR96+Q99836; inhibition, % at 4.98 µM; AID 504734; CHO BLA complementation TLR9-MyD88, CCF4 FRET ratio;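 active = inhibition above the mean over all tested compounds plus 3 SD, cut at about 21% in these data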;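 note: 0% = DMSO only wells and 100% = clavulanate BLA inhibitor control wells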
NR5A2 inv ag – inverse agonists of human LRH-1 (NR5A2); O00482; 0.13% of 360,000 active; HEK293T StAR-luciferase reporter, LRH-1 transfected, 24 h; inhibition, % at 3.6 µM;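 active = inhibition above the mean inhibition of all tested compounds plus 3 SD, cut at about 73% in these data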;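 note: 0% = DMSO wells and 100% = reporter-only cells lacking LRH-1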
COUP-TFII inh – blocks human COUP-TFII nuclear receptor; P24468; HEK293T NGFI-A luciferase reporter, luminescence; inhibition, % at 8.6 µM; 0.7% of 370,000 active; AID 686940;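 active = inhibition above a per-plate cutoff, mean inhibition of test wells between control levels plus 3 SD, cut at about 38% in these data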;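 note: cells cotransfected with COUP-TFII expression vector driving the NGFI-A reporter; 0% = median of COUP-TF2 test wells and 100% = reporter-only cells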
Target sequence (P24468 whole entry, looked up): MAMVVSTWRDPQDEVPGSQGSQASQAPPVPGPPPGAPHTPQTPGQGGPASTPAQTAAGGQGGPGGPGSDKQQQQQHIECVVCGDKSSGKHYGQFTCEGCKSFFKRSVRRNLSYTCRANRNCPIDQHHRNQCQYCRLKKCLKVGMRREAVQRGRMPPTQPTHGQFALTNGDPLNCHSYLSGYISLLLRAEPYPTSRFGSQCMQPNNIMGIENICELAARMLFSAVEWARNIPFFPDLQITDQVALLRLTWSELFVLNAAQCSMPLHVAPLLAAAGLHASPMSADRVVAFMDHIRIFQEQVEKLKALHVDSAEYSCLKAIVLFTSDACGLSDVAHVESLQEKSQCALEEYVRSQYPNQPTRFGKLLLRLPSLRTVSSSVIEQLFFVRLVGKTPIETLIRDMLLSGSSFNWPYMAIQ
SRC1 inh – inhibits human SRC1 coactivator. 0.12% of 360,000 active. Q15788. inhibition, % at 3.6 µM. HEK293 GAL4-SRC1 luciferase reporter, luminescence. AID 588354;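 active = inhibition above the campaign mean plus 3 SD, with each screening campaign given its own cutoff, cut at about 60% in these data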;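 note: 0% = DMSO treated cells and 100% = gossypol at 36 µM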
NOD2 RIPK2 PPI – NOD2-RIPK2 protein interaction inhibition | O43353 | 0.38% of 360,000 active | CHO BLA complementation NOD2-RIPK2, CCF4 ratio | AID 624267 | inhibition, % at 4.98 µM; in the data active = inhibition above about 21%;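 note: 0% = vehicle only and 100% = reference blocker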
SRC2 inh – human SRC2 (NCOA2) inhibition | 0.17% of 370,000 active | AID 651957 | Q15596 | inhibition, % at 9 µM | HEK293 GAL4-SRC2 luciferase reporter, luminescence;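 active = inhibition above the mean inhibition of all tested compounds plus 3 SD, set per campaign, cut at about 52% in these data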;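 note: 0% = DMSO treated cells and 100% = cells given Gossypol at 36 µM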
MC4R antag cAMP – antagonists of human melanocortin 4 receptor (MC4R); MC4R-expressing cells, MTII-stimulated cAMP, LANCE TR-FRET; 0.48% of 360,000 active; AID 540295; inhibition, % at 6.5 µM; P32245;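 active = inhibition above its plate's cutoff, the mean of tested wells on that plate plus 3 SD, cut at about 29% in these data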;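 note: 0% = Melanotan II alone and 100% = Melanotan II plus saturating MCL0020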
Target sequence (P32245 whole entry, looked up): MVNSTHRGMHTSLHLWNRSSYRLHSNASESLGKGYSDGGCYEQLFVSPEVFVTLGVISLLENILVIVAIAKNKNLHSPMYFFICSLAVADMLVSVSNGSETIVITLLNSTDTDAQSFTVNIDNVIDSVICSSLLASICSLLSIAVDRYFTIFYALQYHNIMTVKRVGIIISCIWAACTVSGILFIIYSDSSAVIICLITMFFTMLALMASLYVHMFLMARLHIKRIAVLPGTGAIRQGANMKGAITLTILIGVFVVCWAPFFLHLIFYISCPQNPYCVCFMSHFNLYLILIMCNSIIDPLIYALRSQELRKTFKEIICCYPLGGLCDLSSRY
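System: U2OS cells stably expressing human melanocortin 4 receptor (MC4R). Reagent: Melanotan II challenge after compound preincubation. Doses: 6.5 µM. Times: 30-min compound, 1-h challenge, 1-h detection, room temperature. Measured by: TR-FRET with Eu-cAMP and labeled anti-cAMP, 671 nm. Replicates: singlicate.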
SRC3 inh – inhibits human SRC3 coactivator. Q9Y6Q9. HEK293 GAL4-SRC3 luciferase reporter, luminescence. inhibition, % at 3.6 µM. 0.17% of 360,000 active. AID 588352;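 active = inhibition above a per-campaign cutoff, the mean of all compounds plus 3 SD, cut at about 60% in these data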;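 note: 0% = DMSO-treated cells and 100% = gossypol-treated cells at 36 µM; higher means less SRC3-driven luciferase light from the GAL4 reporter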
LMP1 NFkB inh – inhibitors of Epstein-Barr LMP1-induced NF-kappaB reporter; LMP1-induced NF-kappaB luciferase reporter cells, luminescence; inhibition, % at 12.5 µM; 0.69% of 350,000 active; in the data active = inhibition above about 41%;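 note: 0% = neutral control wells and 100% = reference inhibitor control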
MC4R ag barr – activates human MC4R beta-arrestin recruitment; P32245; U2OS MC4R beta-arrestin complementation, luminescence; percent of melanotan II response, DMSO zero; activation, % at 8.9 µM; 0.98% of 360,000 active; AID 540308;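 active = activation above a per-plate cutoff, the mean activation of sample wells on that plate plus 3 SD, cut at about 8% in these data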
* hit, by the source's call; . = not tested or not shown.

item | molecule | ABHD5-PLIN5 inh | TLR9-MyD88 inh | NR5A2 inv ag | COUP-TFII inh | SRC1 inh | NOD2 RIPK2 PPI | SRC2 inh | MC4R antag cAMP | SRC3 inh | LMP1 NFkB inh | MC4R ag barr
1 | CCCCNC(=O)C1CCN(S(=O)(=O)c2cnc[nH]2)CC1 | 3 | 2 | 3 | 9 | -14 | 4 | -20 | 10 | 8 | -3 | -1.4
2 | CC1CCCC(C)N1C(=O)COC(=O)Cn1cnc2c1c(=O)n(C)c(=O)n2C (configuration not stated) | 4 | 1 | 0 | -2 | -2 | -11 | -4 | 4 | 13 | 2 | -0.7
3 | CCN(CC)Cc1nc2nc(Cl)c(Cl)nc2[nH]1 | 0 | -1 | -14 | -7 | -8 | -14 | -9 | 7 | 4 | 1 | -1.2
4 | CCCCNS(=O)(=O)c1ccc2nc(SCC(N)=O)[nH]c2c1 | -2 | -3 | 24 | -7 | -9 | -1 | -23 | 21 | -8 | 3 | -0.5
5 | CCOC(=O)Cc1csc(NS(=O)(=O)c2ccc(C(F)(F)F)cc2)n1 | 1 | . | 17 | -1 | 13 | 5 | 2 | 19 | 22 | . | 0.7
6 | O=C(O)CCSc1ccccn1 | 4 | 5 | -4 | 6 | 5 | 5 | -4 | 3 | 8 | 9 | -1.2
7 | COc1ccccc1N1CCN(C(=O)c2cc(C(=O)N3CCN(c4ccccc4OC)CC3)cc([N+](=O)[O-])c2)CC1 | 1 | 7 | 11 | -12 | -8 | -4 | -16 | 11 | 11 | -5 | 1.1
8 | O=C(CSc1cn(CCNC(=O)c2c(F)cccc2F)c2ccccc12)NCC1CCCO1 (configuration not stated) | 14 | 1 | 11 | 8 | 4 | -13 | -30 | 5 | 6 | -4 | -0.8
9 | CCCN(CCC)Cc1c(C(=O)N/N=C/C(C)=C\c2ccccc2)nnn1-c1nonc1N | -1 | -5 | -17 | 13 | -12 | -9 | 0 | 13 | -3 | -3 | 2.9
10 | COc1ccccc1C(=O)COC(=O)CN1C(=O)c2ccccc2C1=O | -2 | 0 | 0 | -5 | -10 | 4 | -11 | 6 | -8 | 1 | -1.5
11 | CC1c2[nH]c3ccccc3c2C[C@H]2C(=O)N(CCO)CC(=O)N12 (some centres not stated) | -5 | -2 | 4 | 3 | 5 | 3 | 13 | 3 | -1 | . | -1.1
12 | CCN(C(=O)c1cc2c(=O)[nH]c3ccc(C)cc3c2s1)c1ccccc1F | 1 | -7 | 9 | -6 | 0 | 5 | -20 | -2 | 9 | -8 | 1.6
13 | O=C(Cc1c(Cl)cccc1Cl)NCCc1ccc(Cl)cc1 | -4 | 0 | 10 | -3 | -13 | 5 | -16 | 3 | -3 | 1 | 9.3*
14 | CCC(c1nnc(SCC(=O)NCCc2ccc(Cl)cc2Cl)o1)N(C)C (configuration not stated) | -8 | 3 | -8 | 6 | 2 | 4 | -7 | 7 | -4 | -14 | 0.1
15 | COc1ccc(OC)c(S(=O)(=O)N2CCCC(N3CCN(c4ccccc4)CC3)C2)c1 (configuration not stated) | 1 | -1 | -5 | -8 | -2 | -1 | -14 | 9 | 10 | 10 | -2.1
16 | Cc1ccc(C2=NNC(C(O)C(O)C(O)C(C)O)S2)cc1 (configuration not stated) | 2 | 5 | -72 | -9 | -24 | 5 | -62 | 5 | -44 | -16 | 0.1

5 compounds out of the list above, arranged by their value in NOD2 RIPK2 PPI, largest number first.
no.	SMILES	ABHD5-PLIN5 inh	TLR9-MyD88 inh	NR5A2 inv ag	COUP-TFII inh	SRC1 inh	NOD2 RIPK2 PPI	SRC2 inh	MC4R antag cAMP	SRC3 inh	LMP1 NFkB inh	MC4R ag barr
16	Cc1ccc(C2=NNC(C(O)C(O)C(O)C(C)O)S2)cc1 (configuration not stated)	2	5	-72	-9	-24	5	-62	5	-44	-16	0.1
14	CCC(c1nnc(SCC(=O)NCCc2ccc(Cl)cc2Cl)o1)N(C)C (configuration not stated)	-8	3	-8	6	2	4	-7	7	-4	-14	0.1
11	CC1c2[nH]c3ccccc3c2C[C@H]2C(=O)N(CCO)CC(=O)N12 (some centres not stated)	-5	-2	4	3	5	3	13	3	-1	.	-1.1
15	COc1ccc(OC)c(S(=O)(=O)N2CCCC(N3CCN(c4ccccc4)CC3)C2)c1 (configuration not stated)	1	-1	-5	-8	-2	-1	-14	9	10	10	-2.1
9	CCCN(CCC)Cc1c(C(=O)N/N=C/C(C)=C\c2ccccc2)nnn1-c1nonc1N	-1	-5	-17	13	-12	-9	0	13	-3	-3	2.9

(next part)
item | molecule | ABHD5-PLIN5 inh | TLR9-MyD88 inh | NR5A2 inv ag | COUP-TFII inh | SRC1 inh | NOD2 RIPK2 PPI | SRC2 inh | MC4R antag cAMP | SRC3 inh | LMP1 NFkB inh | MC4R ag barr
17 | Cc1ccc(NC(=O)C2CCN(S(=O)(=O)c3ccc(C(C)(C)C)cc3)CC2)cc1S(=O)(=O)N1CCOCC1 | -18 | -3 | 3 | -3 | 0 | 0 | 18 | 9 | -1 | -3 | 1.5
18 | Cc1cc(C)n(-c2nnc(C)n2/N=C/c2ccco2)n1 | 0 | -2 | -5 | -2 | 1 | -5 | 6 | 4 | 8 | -8 | 1.8
19 | COc1ccc(C(=O)NC(C(=O)NCC2CCCO2)C(C)C)cc1 (configuration not stated) | -2 | -2 | 19 | -21 | 2 | -11 | 18 | 10 | 9 | 6 | -0.6
20 | O=C(CN(c1ccc(F)cc1)S(=O)(=O)c1ccc2c(c1)OCCO2)NCc1ccncc1 | 7 | 5 | 10 | 6 | 9 | 0 | 4 | -2 | -2 | 6 | 0.8
21 | C[n+]1cccc(C(=O)O)c1 | -10 | 4 | 3 | -25 | -18 | -4 | -10 | 2 | -35 | -5 | -1.4
22 | O=C(NC(=S)N1CCCC1)c1cccc([N+](=O)[O-])c1 | -12 | 0 | 11 | -5 | -1 | -11 | 4 | 0 | 11 | 1 | -2.3
23 | CCC(C)NC(=O)C1(O)c2ccccc2NC(=O)N1c1ccc(C)c(C)c1 (configuration not stated) | -2 | 8 | -23 | 16 | -3 | -2 | 16 | 2 | 8 | 2 | 0.4
24 | Cc1ccc(-c2ccc(/C=N/n3cnnc3)o2)cc1Cl | -9 | 12 | -15 | -1 | -11 | -3 | -10 | 5 | 0 | 7 | -1.1
25 | Cc1ccc(OCC(=O)O/N=C(\N)Cc2ccc([N+](=O)[O-])cc2)cc1C | 4 | -5 | -3 | 23 | -16 | 7 | -2 | 2 | 19 | -1 | -1.4
26 | Cc1ccc2[nH]c3c(=O)n(CCCN4CCN(C)CC4)cnc3c2c1 | -2 | 8 | -17 | -18 | -3 | -10 | -26 | -1 | -10 | -4 | -0.4
27 | CCS(=O)(=O)N1Cc2cc(C(=O)NCCOC)nc(-c3cccc(-c4ccncc4)c3)c2[C@H]1CCO | 5 | . | -14 | -13 | . | 3 | -9 | . | . | . | .
28 | CCOc1ccc(S(=O)(=O)N(C)CCO)cc1-c1nc2c(C(C)(C)C)nn(C)c2c(=O)[nH]1 | 6 | -7 | 25 | -2 | 7 | -7 | -4 | 0 | -2 | -33 | -4.6
29 | O=[N+]([O-])c1ccc(COc2ccc(-c3[nH]ncc3-c3ccc(Cl)cc3)c(O)c2)cc1 | -9 | -14 | 9 | -5 | 5 | -3 | 17 | 5 | 16 | -11 | 5.8
30 | CC(Nc1n[nH]c(=O)[nH]c1=O)C(=O)N/N=C/c1ccccc1 (configuration not stated) | 4 | 0 | 18 | 15 | 9 | -13 | -2 | 1 | 21 | -1 | 1.1
31 | COC(=O)CNC(=O)Cn1c(=O)n(Cc2ccc(F)cc2)c(=O)c2sccc21 | 3 | 10 | 24 | -17 | 6 | -6 | -21 | 17 | -30 | 2 | -1.2
32 | Cc1cc(Nc2ccccc2)c2c([N+](=O)[O-])c(C)cc(C)c2n1 | -13 | -3 | 13 | 0 | 2 | -4 | 17 | 4 | 7 | -6 | 3.3
33 | Cc1ccc(C)c(NC(=O)CN(C)C(=O)c2sccc2C)c1 | 3 | 8 | 13 | 10 | -22 | -19 | 11 | 0 | -6 | -2 | -1.1
34 | O=C(CN1CCCC1)NC12CC3CC(CC(C3)C1)C2 | 3 | -3 | 20 | -11 | 13 | 1 | 6 | 3 | 10 | 1 | -1.5
35 | Cc1ccc(NC(=O)CSCC(=O)N(C)CCOc2ccc(Cl)cc2)cc1 | -10 | -3 | 4 | 6 | -6 | 7 | 4 | 5 | 12 | -2 | -2.2
36 | COc1cc(NC(=O)COC(=O)c2ccccc2SCC(=O)N2CCCC2)cc(OC)c1 | -14 | -10 | -18 | 17 | -3 | -3 | -7 | 3 | -6 | 1 | 1.6
37 | CC(C)CN(C(=O)COC(=O)C1CC1)c1c(N)n(Cc2ccccc2)c(=O)[nH]c1=O | -6 | -1 | -25 | 1 | -5 | -3 | -4 | 14 | 16 | 0 | 0.5
38 | COc1ccc(CCN2CC(C(=O)NCc3ccco3)CC2=O)cc1OC (configuration not stated) | 5 | 8 | 11 | 3 | -5 | -1 | -12 | 1 | -6 | -4 | -1.3
39 | COC(=O)[C@@H]1ON2OCC(C)=C3CCCC[C@@]32[C@H]1C(=O)OC | -3 | . | -11 | -1 | . | 1 | -20 | . | . | . | .
40 | CCCC(C)(C)NC(=O)CCCCC(=O)NC(C)(C)CCC | -3 | -6 | 10 | -14 | 3 | 6 | -13 | 8 | 21 | 11 | 0.3
41 | CCOC(=O)c1c(NC(=O)COC(=O)CNC(=O)c2ccc(Cl)cc2Cl)sc(C(=O)N(C)C)c1C | -3 | 6 | 0 | 21 | -9 | 1 | 10 | 31* | 8 | 2 | -1.1
42 | O=C(CCCn1c(SCC(=O)NC2CCCCC2)nc2ccccc2c1=O)NCC1CCCO1 (configuration not stated) | -7 | 5 | -6 | -9 | 8 | 3 | -15 | 15 | -2 | 3 | 3.6
43 | O=C(NC1CCCCC1)C1CCN(S(=O)(=O)c2cccc3cccnc23)CC1 | -10 | 0 | 9 | -10 | -3 | -3 | 11 | 3 | -11 | 4 | -2.3
44 | NC(=O)c1ccccc1NC(=O)/C=C/c1ccc(Cl)cc1 | 1 | 1 | -116 | -44 | -101 | 2 | -84 | -3 | -69 | -43 | -0.1
45 | N#Cc1ncc(C(F)(F)F)cc1Sc1ccccc1N | -5 | 4 | -19 | 12 | -18 | 4 | -3 | 1 | 8 | -2 | 0.9

Not all compounds are listed; count on the stated rates, not on these rows.
